Screening results: PubChem, Broad Institute
CFTR F508del cor – F508del CFTR correction, initial screen, CFBE line, single point | CFBE cells, YFP halide quenching; stimulated with forskolin plus potentiator P3; % fluorescence drop versus neutral controls | activity (quench increase), % at 7.58 µM | actives 0.36% (n = 350,000) | AID 720511, 2013;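 active means mean added fluorescence quench of at least 8% versus neutral control, with both replicates also reaching 8%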;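 further: cells transiently co-express mutant CFTR-F508del with the halide-sensitive YFP; corrector assay measuring rescue of mutant channel to the surface after 24 h compound exposure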
FN deposit inh – inhibitors of fibronectin matrix deposition, primary screen, AH1F cells, Alexa488-fibronectin fluorescence, plate reader. actives 0.086% (n = 350,000). inhibition, % at 12.6 µM. AH1F fibroblasts, overnight. AID 743247, 2014;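 active means mean inhibition across replicates of 30% or more, regardless of how many single replicates reach that level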;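 further: positive control wells lacked labelled fibronectin entirely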
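Test system: AH1F fibroblast monolayer depositing Alexa488-labelled fibronectin into matrix. Input: 10000 cells per well. Technique: fluorescence, ex 485 nm, em 525 nm. Buffer or medium: DMEM plus 2% serum, read in PBS. Timing: 1 h cell adhesion before compound, then overnight fibronectin incubation. Compound: single dose, pinned. Read-out basis: inhibition from reduced deposited-fibronectin fluorescence.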
C2C12 statin – suppressors of statin myotoxicity in C2C12 myotubes, primary screen, cell-based, single point, plate reader | C2C12 myotubes + simvastatin, ATP luminescence, 48 h; scaled: DMSO 0, geranylgeraniol control 100 | rescue of ATP level, % at 7.49 µM | actives 0.78% (n = 330,000) | AID 602340, 2012;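 active means mean ATP rescue above about 67%, or every replicate alone reaching that limit, limit read from the data, passing the limit was not always enough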;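 further: myotubes were challenged with 10 µM simvastatin during compound exposure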
Cneo AK release – Cryptococcus neoformans cell lysis inducers, primary screen, AK release luminescence, single concentration; actives 0.2% (n = 360,000); lysis activity, % at 15 µM; C. neoformans lysis, adenylate kinase release luminescence, 4 h; normalised: neutral wells 0, clomiphene wells 100; AID 651654, 2012;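 active means mean lysis activity across replicates of at least 80%, whatever share of replicates individually reach that level; inactive means mean lysis activity below 80%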
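Test system: log-phase Cryptococcus neoformans yeast cells. Input: 5 × 10^6 yeast cells/mL. Medium: fresh YPD growth medium. Doses: single dose. Incubation: static 4 h at 37 °C with compound, 1 h detection. Measured by: luminescent adenylate kinase detection reagent. Read-out: signal increase indicating cell lysis. Benchmarks: Clomiphene.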
PglD inh – C. jejuni PglD acetyltransferase inhibitors, primary screen, biochemical, DTNB colorimetric, single point | purified PglD enzyme, DTNB colorimetric CoA detection | inhibition, % at 12.5 µM | actives 0.098% (n = 360,000); in the data active means inhibition above about 16%, passing the limit was not always enough; further: strong numbers were not always called active
PGC1a acetyl inh – inhibitors of PGC1a acetylation signal, primary screen, cell-based, U2OS, AlphaScreen, inhibitor mode; AID 651687, 2012; actives 0.17% (n = 350,000); AlphaScreen anti-acetyl-lysine; with virally co-expressed GCN5 acetyltransferase; inhibition, % at 15.6 µM;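 active means every replicate shows inhibition of at least 40%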;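 further: 0% = neutral control wells and 100% = positive control wells; some results beyond the cut were filed as inactive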
miR-122 sensor – miR-122 Renilla sensor signal increase in Huh7, primary screen, miR-122 inhibitor project, cell-based, single point, plate reader; actives 0.3% (n = 340,000); activation (reporter increase), % at 12.5 µM; Huh7 miR-122 Renilla luciferase sensor, 48 h; neutral wells = 0, positive control = 100;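 active means mean replicate activation score at least 90 and every replicate individually at or above 90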;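 further: higher luciferase means less miR-122 activity so hits act as miR-122 inhibitors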
GSIS activator – GLuc luminescence reporter in INS-1E cells, primary screen for activators of glucose-dependent secretion of insulin. INS-1E GLuc reporter insulin secretion, 2-3 h. activation, % at 16.6 µM. actives 0.61% (n = 370,000). AID 743287, 2014;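 active means lowest replicate activation of at least 40%, so every replicate reaches that level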;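 further: 0% = median of neutral control wells and 100% = median of IBMX positive control wells; some compounds called inactive have numbers as strong as hits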
* marks the source's active call; other numbers are inactive results; . = not tested or not shown; & = joins results of further samples; [ ] = another dose, or the depositor's remark.

#1 C[C@@H]1CN([C@H](C)CO)C(=O)Cc2cc(NC(=O)Cn3cnnn3)ccc2O[C@H]1CN(C)CC1CCCCC1
#2 NC(N)=Nc1nc(-c2ccccc2)c2cc(Cl)ccc2n1
#3 O[C@@H]1C[C@H](c2ccccc2)N(CC2CCCCC2)C[C@H]1n1cc(C2CC2)nn1
#4 Cc1noc(C)c1NC(=O)Nc1ccc2c(c1)C(=O)N([C@@H](C)CO)C[C@@H](C)[C@@H](CN(C)Cc1ccncc1)O2
#5 CCCc1c(C(=O)N/N=C/c2ccc3c(c2)OCO3)nnn1-c1nonc1N
#6 C[C@H](CO)N1C[C@H](C)[C@H](CN(C)S(=O)(=O)c2cn(C)cn2)Oc2c(NS(=O)(=O)c3ccc(F)cc3)cccc2C1=O
entry no.	1	2	3	4	5	6
CFTR F508del cor	2.1	2.9	0.2	-0.3	-3.0	0.6
FN deposit inh	-23	0	18	.	3	.
C2C12 statin	20	-791	10	13	-2	-5
Cneo AK release	44	5	2	-2	0	-1
PglD inh	38	-7	3	0	0	-2
PGC1a acetyl inh	-7	-1	4	3	-11	2
miR-122 sensor	-6[16.7 µM]	-28	-2	-3[16.7 µM]	1	2[16.7 µM]
GSIS activator	3	-14	-19	17	-10	-1

#7 OCC1(CC2CCCCO2)CCN(Cc2ccccc2-c2ccco2)CC1 (stereo unspecified)
#8 CC1=CC=CC2=NC(=O)CC(C)(C(=O)N(CC(=O)NC(C)C)C3CCCC3)N12 (stereo unspecified)
#9 COc1cccc(N2C(=O)Nc3ccc(Br)cc3C2(O)C(=O)NCCCN(C)C)c1 (stereo unspecified)
#10 C=CCn1c(=O)c2c(nc3n2CCN3c2cccc(Cl)c2C)n(C)c1=O
#11 COc1ccc2[nH]cc(CCNC(=O)CS(=O)(=O)Cc3ccccc3)c2c1
#12 Cc1ccc2nc(SCC(=O)Nc3nonc3N)[nH]c2c1
entry no.	7	8	9	10	11	12
CFTR F508del cor	-0.1	-3.2	2.8	.	1.1	-1.0
FN deposit inh	-27	.	-3	6	-14	5
C2C12 statin	.	.	3	4	7	.
Cneo AK release	.	-1	0	-8	4	.
PglD inh	.	-8	1	-2	5	.
PGC1a acetyl inh	-4	-9	8	-5	.	-9
miR-122 sensor	.	-3	-3	1	1	.
GSIS activator	10	.	7	.	-3	-10

Reformatted: 11 of the compounds above
No.	Molecule	CFTR F508del cor	FN deposit inh	C2C12 statin	Cneo AK release	PglD inh	PGC1a acetyl inh	miR-122 sensor	GSIS activator
1	C[C@@H]1CN([C@H](C)CO)C(=O)Cc2cc(NC(=O)Cn3cnnn3)ccc2O[C@H]1CN(C)CC1CCCCC1	2.1	-23	20	44	38	-7	-6[16.7 µM]	3
2	NC(N)=Nc1nc(-c2ccccc2)c2cc(Cl)ccc2n1	2.9	0	-791	5	-7	-1	-28	-14
3	O[C@@H]1C[C@H](c2ccccc2)N(CC2CCCCC2)C[C@H]1n1cc(C2CC2)nn1	0.2	18	10	2	3	4	-2	-19
4	Cc1noc(C)c1NC(=O)Nc1ccc2c(c1)C(=O)N([C@@H](C)CO)C[C@@H](C)[C@@H](CN(C)Cc1ccncc1)O2	-0.3	.	13	-2	0	3	-3[16.7 µM]	17
5	CCCc1c(C(=O)N/N=C/c2ccc3c(c2)OCO3)nnn1-c1nonc1N	-3.0	3	-2	0	0	-11	1	-10
6	C[C@H](CO)N1C[C@H](C)[C@H](CN(C)S(=O)(=O)c2cn(C)cn2)Oc2c(NS(=O)(=O)c3ccc(F)cc3)cccc2C1=O	0.6	.	-5	-1	-2	2	2[16.7 µM]	-1
7	OCC1(CC2CCCCO2)CCN(Cc2ccccc2-c2ccco2)CC1 (stereo unspecified)	-0.1	-27	.	.	.	-4	.	10
8	CC1=CC=CC2=NC(=O)CC(C)(C(=O)N(CC(=O)NC(C)C)C3CCCC3)N12 (stereo unspecified)	-3.2	.	.	-1	-8	-9	-3	.
9	COc1cccc(N2C(=O)Nc3ccc(Br)cc3C2(O)C(=O)NCCCN(C)C)c1 (stereo unspecified)	2.8	-3	3	0	1	8	-3	7
10	C=CCn1c(=O)c2c(nc3n2CCN3c2cccc(Cl)c2C)n(C)c1=O	.	6	4	-8	-2	-5	1	.
11	COc1ccc2[nH]cc(CCNC(=O)CS(=O)(=O)Cc3ccccc3)c2c1	1.1	-14	7	4	5	.	1	-3

More structures follow.
#13 CCCNC(=O)Nc1ccc2c(c1)C(=O)N(C)C[C@H](OC)[C@H](C)CN(C(=O)C1CC1)[C@@H](C)CO2
#14 CCCCc1c(C)nc2ccccc2c1SCCC#N
#15 CC(O)(c1ccc(F)c(F)c1)c1nc(-c2cccc3cccnc23)cs1 (stereo unspecified)
#16 CC(=O)c1c2c3c(c(Br)ccc3n(C)c1=O)C(=O)c1ccccc1-2
#17 CCCc1cc(C(=O)Nc2cc(C)nn2-c2ccccc2)no1
#18 N#Cc1ccc(OCC(=O)N2CCN(c3ccc(C(F)(F)F)cn3)CC2)cc1
entry no.	13	14	15	16	17	18
CFTR F508del cor	0.0	.	1.5	1.5	2.9	1.3
FN deposit inh	2	-16	1	-6	1	4
C2C12 statin	-4	6	19	4	-6	-6
Cneo AK release	-1	-6	10	10	1	1
PglD inh	3	0	1	1	-3	6
PGC1a acetyl inh	7	46	-1	.	-8	-1
miR-122 sensor	.	-8	-4	.	-5	4
GSIS activator	-1	-13	10	5	2	-4

#19 CCOC(=O)N1CCN(C(=O)C2CCCN(S(=O)(=O)c3ccc(F)cc3)C2)CC1 (stereo unspecified)
#20 Cc1ccnc(NS(=O)(=O)c2ccc(NS(=O)(=O)c3ccc([N+](=O)[O-])cc3)cc2)n1
#21 CCCNC(=O)N1[C@@H](CO)[C@@H](c2ccccc2)C12CN(CCC(F)(F)F)C2
#22 COCc1cc(C)n(CC(=O)NC(C)c2ccccc2)c(=O)c1C#N (stereo unspecified)
#23 CO[C@H]1CN(C)C(=O)c2ccc(NC(=O)C3CCCC3)cc2OC[C@H](C)N(CCC(F)(F)F)C[C@@H]1C
#24 CC(C)c1ccc(NC(=O)CNS(=O)(=O)c2ccc(F)cc2)cc1
entry no.	19	20	21	22	23	24
CFTR F508del cor	0.1	1.3	1.4	.	2.7	1.7
FN deposit inh	-16	4	-7	7	-17	-5
C2C12 statin	8	3	.	9	.	-5
Cneo AK release	-2	0	.	-1	.	1
PglD inh	3	-2	.	-1	.	-2
PGC1a acetyl inh	-6	.	7	-5	4	-4
miR-122 sensor	-4	.	.	4	.	-2
GSIS activator	-4	-4	8	.	-17	-6

#25 C[C@@H]1CN([C@H](C)CO)C(=O)c2cc(NC(=O)NC3CCCCC3)ccc2O[C@@H](C)CCCCO[C@@H]1CN(C)S(=O)(=O)c1ccc(Cl)cc1
#26 CN(C)S(=O)(=O)c1ccc(N2CCCC2)c(C(=O)OCC(=O)NC2CCCCC2)c1
#27 CCOC(=O)C1Oc2ccccc2C(c2cccc3ccccc23)=C1C(=O)OC (stereo unspecified)
#28 Cc1ccc(NC(=O)CN(C)C(=O)COC(=O)c2nccnc2N)cc1
#29 COc1ccc(/C=C(/C(=O)Nc2ccccc2C(=O)N2CCCC2)c2ccccc2)cc1
#30 CCCC(O)C#Cc1cnc2c(c1)C(=O)N([C@H](C)CO)C[C@H](C)[C@H](CN(C)S(=O)(=O)c1cccc(F)c1)O2 (stereo partly specified)
entry no.	25	26	27	28	29	30
CFTR F508del cor	3.5	3.3	-3.7	2.0	.	-1.4
FN deposit inh	.	2	-9	-9	6	-6
C2C12 statin	.	-1	7	1	15	-7
Cneo AK release	-2	-1	3	-2	1	3
PglD inh	1	-1	-2	0	3	-1
PGC1a acetyl inh	4	.	1	0	-1	-17
miR-122 sensor	-5[16.7 µM]	23	-2	.	-6	-7[16.7 µM]
GSIS activator	-1	-13	-10	.	-38	-5

#31 Nc1c(N(CCC2=CCCCC2)C(=O)c2ccc([N+](=O)[O-])o2)c(=O)[nH]c(=O)n1Cc1ccccc1
#32 CCO[C@H]1OC(C(N)=O)=C[C@@H](c2csc3ccccc23)[C@@H]1CCCO
#33 O=C(C[C@H]1C=C[C@H](NC(=O)Nc2cc(F)ccc2F)[C@H](CO)O1)NCc1ccncn1
#34 CCn1cc(C(=O)NCCCN2CCC(C)CC2)c(=O)c2cc(S(=O)(=O)N3CCCC3)ccc21
#35 COc1ccc2c3c(n(C)c2c1)[C@@H](CO)N(Cc1ccccc1F)CC31CCN(C(=O)C2CCOCC2)CC1
#36 O=C1C(Cl)=C(NCc2cccnc2)C(=O)c2ccccc21
entry no.	31	32	33	34	35	36
CFTR F508del cor	4.2	0.4&-0.3	1.1	.	-2.1	-5.8
FN deposit inh	5	-3	2	-3	2	13
C2C12 statin	-11	1	-13	-5	.	12
Cneo AK release	0	7&-3	5	.	.	-1
PglD inh	-3	5&-2	-1	-1	.	-3
PGC1a acetyl inh	.	-1&11	0	-1	-15	.
miR-122 sensor	.	-2	.	-11	.	.
GSIS activator	-7	17	9	-8	-6	-14

#37 CC(=O)c1ccc(N2CCN(CC(=O)Nc3ccccc3N3CCOCC3)CC2)cc1
#38 CCCC(=O)Nc1ccc(-c2nc3cc(C)c(C)cc3o2)c(O)c1
#39 Cc1nc(-c2ccccc2O)n(-c2ccccc2)n1
#40 C[C@H](CO)N1C[C@H](C)[C@H](CN(C)C(=O)NC2CCCCC2)Oc2c(NC(=O)C3CCCCC3)cccc2C1=O
#41 Cc1noc(C)c1S(=O)(=O)N(CC(=O)NCc1ccc2c(c1)OCO2)c1ccc(C(C)C)cc1
#42 CCOC(=O)c1c(/N=C/c2cccc([N+](=O)[O-])c2O)sc(C)c1C
#43 COc1ccc(CCN2C(=O)C3C4C=CC(C4)C3C2=O)cc1OC (stereo unspecified)
#44 COc1ccc(NC(=O)CS(=O)c2cccc(C(F)(F)F)c2)cc1 (stereo unspecified)
#45 COc1ccc(CCNC(=O)C2CC3Cn4c(nc5ccccc54)C3N2c2ccccc2)cc1 (stereo unspecified)
entry no.	37	38	39	40	41	42	43	44	45
CFTR F508del cor	-0.7	.	.	0.9	2.2	.	.	1.7	-0.7
FN deposit inh	3	.	.	.	-1	-4	-14	1	-10
C2C12 statin	-11	-12	4	-12	-8	.	-20	0	6
Cneo AK release	-3	-6	-3	-2	0	-2	1	0	-3
PglD inh	3	-3	-2	1	1	-6	7	1	-7
PGC1a acetyl inh	6	-10	0	-2	-16	0	-15	.	.
miR-122 sensor	1	-8	-5	8[16.7 µM]	4	2	-3	9	.
GSIS activator	-10	.	.	10	-26	-32	2	-1	-12
